PMI inhibitors: inhibitors of human PMI, primary screen, biochemical, fluorescence intensity, coupled assay (AID 1209) | Mannose-6-phosphate isomerase (Homo sapiens) | purified PMI enzyme, coupled fluorescence intensity; higher % means a stronger effect | one-dose inhibition, % at 20 µM; IC50 in µM for titrated hits | 190,000 tested, 0.42% active;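 note: plate controls were DMSO vehicle for no effect and wells lacking substrate for full effect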
T cell modulator: modulators of CD8 T cell-vesicle binding, primary screen, mouse 2C CD8+ T cells, flow cytometry; 2C CD8+ T cell-vesicle binding; active compounds read low; AID 2052, 2009; calls only at 7 µM; 330,000 tested, 0.068% active;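 active = response, share of CD8 T cells binding vesicles, and their 90th percentile fluorescence all below set limits, cut at about 80% in these data, passing the limit was not always enough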
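Assay system: 2C TCR transgenic mouse naive CD8+ T cells, MACS-purified | Read-out: CD8+ gate FL2 mean fluorescence as % of same-row positive control | Signal: High-throughput flow cytometry with anti-B7-1 and anti-CD8 staining | Timing: Binding step 1.5 h, 37 °C, antibody labelling 20 min, ice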
Hep lipid drop: inhibitors of hepatocyte lipid droplet formation, primary screen, imaging, high-throughput imaging, BODIPY stain. AID 1656, 2009. 240,000 tested, 0.4% active. AML12 mouse hepatocytes, oleate lipid droplets. inhibition, % at 6.5 µM;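 active = lipid droplet intensity inhibited by at least 50%, with more than 500 cells counted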
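System: AML12 hepatocytes (mouse). Probe or stimulus: oleic acid at 100 µM to induce lipid droplet formation. Times: overnight treatment with compound plus oleate. Detection: Image-based BODIPY and DAPI two-channel analysis. Evaluation: percent inhibition of filter-corrected integrated lipid droplet intensity per well.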
MT stabilize HCS: microtubule stabilizers in HeLa cells, primary screen, imaging, high-content imaging. HeLa tubulin immunostaining HCS, 24 h; share of cells brighter than vehicle mean+2SD. % tubulin-high responders, % at 10 µM. 200,000 tested, 0.83% active. AID 2205, 2009;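 active = plate Z-score above 3 for both tubulin-high and condensed-nucleus cell shares, with cell loss under 80%, at 10 µM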;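 note: anti alpha tubulin signal scored within the nucleus-defined area of each cell; some results filed as inactive read as strong as hits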
bCat nuc transl: modulators of beta-catenin nuclear translocation, primary screen, imaging, HeLa cells, immunofluorescence, high-content; nuclear translocation activity, % at 5 µM; 190,000 tested, 0.3% active;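 active = nuclear translocation activity above 50% at 5 µM, with a well cell count of 50 or more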;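 note: per-cell ratio of nuclear to cytoplasmic median beta-catenin stain intensity; plate controls were DMSO negative control for no effect and GSK-3 inhibitor IX positive control for full effect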
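System: Human HeLa cells, endogenous beta-catenin | Compound dosing: 5 µM primary, 0.02–20 µM confirmation | Timing: 24 h compound exposure at 37°C, 5% CO2 | Measured by: Fluorescence imaging of beta-catenin antibody stain plus DAPI | Read-out basis: % activation of per-cell nuclear versus cytoplasmic median beta-catenin signal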
human PMI inhibitors: human PMI inhibitors, high substrate, primary screen, biochemical, fluorescence intensity, high mannose 6-phosphate (AID 1220); Mannose-6-phosphate isomerase (Homo sapiens); recombinant PMI enzyme, coupled fluorescence intensity; higher % means a stronger effect; inhibition, % at 20 µM, or IC50 in µM where a hit was titrated; 190,000 tested, 0.66% active
Autophagy HCS: autophagy modulators in MEF cells, primary screen, imaging, high-content, MEF GFP-LC3. calls only at 10 µM (by protocol). 190,000 tested, 0.98% active. AID 463193, 2010. MEF GFP-LC3 puncta imaging; test concentration mostly 10 µM;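 active = percentage of spot-positive cells more than 3 SD above its plate mean, without a fluorescence outlier flag or 80% toxicity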;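 note: spot-positive cell cutoff set from DMSO-treated cells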
Ins promoter up: insulin promoter activators in MIN6 cells, imaging, high-content screening, mouse beta cells; AID 1625, 2009; 190,000 tested, 0.3% active; MIN6 insulin promoter-GFP reporter; active compounds read high; z-score at 5 µM;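 active = z-score above 3 at 5 µM with at least 500 cells counted in the well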
TNAP activators: human TNAP enzyme activators, primary screen, biochemical, luminescent, no phosphate acceptor, uHTS (AID 1001); Alkaline phosphatase, tissue-nonspecific isozyme (Homo sapiens); purified TNAP, luminescent activation assay, no phosphate acceptor; higher activation fold means a stronger effect; activation fold at 20 µM; hits with a dose series show EC50 in µM; 200,000 tested, 0.03% active; in the data active = activation fold from about 3, or a potency from the dose series; inactive = the rest, 99 in 100 with activation fold below about 1.6; note: many of its hits are not listed in these tables
Ins promoter up cell count: recorded beside Ins promoter up, whose call it bears; cell count; measured here: cytotoxicity, nuclei count;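 total cells summed across four imaged fields per well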
Hep lipid drop cells 6.5 µM: second read-out of Hep lipid drop, no call of its own (marks repeat the call); cell count; measured here: cell count, cytotoxicity flag;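 cells counted across two imaged fields per well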
bCat nuc transl cell count 5 µM: recorded beside bCat nuc transl, whose call it bears; cell count; measured here: cell count, cytotoxicity flag
T cell modulator vesicle-bound %: recorded beside T cell modulator, whose call it bears; double positive events, %; measured here: CD8+ vesicle-bound cell fraction;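 binding gate set so that unloaded-vesicle control wells show 10% double positive cells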
MT stabilize HCS Hoechst-high %: also measured in MT stabilize HCS; calls as there; % Hoechst-high responders; measured here: nuclear condensation Hoechst responders;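 share of cells brighter than vehicle mean plus two SD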
MT stabilize HCS cytotoxicity %: also measured in MT stabilize HCS; calls as there; toxicity, %; measured here: cytotoxicity by cell density;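 0% = mean cell density of plate MIN control wells and 100% = no cells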
Autophagy HCS cell loss 18 h: recorded beside Autophagy HCS, whose call it bears; toxicity, %; measured here: cell loss, nuclei count;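 cell loss after 18 h compound exposure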
Active calls of the source: *; i = inactive; nt = no result given; + = active, no number. Cut-off read from the data, not from the text of the source, unless noted: active = inhibition above about 50%; inactive = the rest.

Start of the data: the first 2 entries, ahead of the listing:
SMILES | PMI inhibitors | T cell modulator | T cell modulator vesicle-bound % | Hep lipid drop | Hep lipid drop cells 6.5 µM | MT stabilize HCS | MT stabilize HCS Hoechst-high % | MT stabilize HCS cytotoxicity % | bCat nuc transl | bCat nuc transl cell count 5 µM | human PMI inhibitors | Autophagy HCS | Autophagy HCS cell loss 18 h | Ins promoter up | Ins promoter up cell count | TNAP activators
COCCn1c(SCC(=O)Nc2cc(C(C)(C)C)nn2-c2ccccc2)nnc1-c1ccncc1 | -8.8% | i | 0.0 | 14.4 | 660 | 4.1 | 3.1 | 2.3 | 0.6 | 1072 | -7.8% | i | 1.9 | 0.44 | 1462 | 1.1
O=C(CSc1nnnn1-c1ccc(F)cc1)Nc1ccc(N2CCOCC2)c(Cl)c1 | 7.5% | i | 42.1 | 7.3 | 778 | 1.1 | 1.1 | 4.9 | nt | nt | 6.2% | i | 0.3 | 0.94 | 871 | 1.1

Main list, repeating the preview:
SMILES | PMI inhibitors | T cell modulator | T cell modulator vesicle-bound % | Hep lipid drop | Hep lipid drop cells 6.5 µM | MT stabilize HCS | MT stabilize HCS Hoechst-high % | MT stabilize HCS cytotoxicity % | bCat nuc transl | bCat nuc transl cell count 5 µM | human PMI inhibitors | Autophagy HCS | Autophagy HCS cell loss 18 h | Ins promoter up | Ins promoter up cell count | TNAP activators
COCCn1c(SCC(=O)Nc2cc(C(C)(C)C)nn2-c2ccccc2)nnc1-c1ccncc1 | -8.8% | i | 0.0 | 14.4 | 660 | 4.1 | 3.1 | 2.3 | 0.6 | 1072 | -7.8% | i | 1.9 | 0.44 | 1462 | 1.1
O=C(CSc1nnnn1-c1ccc(F)cc1)Nc1ccc(N2CCOCC2)c(Cl)c1 | 7.5% | i | 42.1 | 7.3 | 778 | 1.1 | 1.1 | 4.9 | nt | nt | 6.2% | i | 0.3 | 0.94 | 871 | 1.1
N#CC1=C(N)SC(N)=C(C#N)C1c1c(Cl)cccc1Cl | -29.4% | i | 43.5 | nt | nt | 3.8 | 2.8 | 12.6 | -6.6 | 877 | 6.0% | i | 3.9 | 0.1 | 1371 | 1.4
Cc1nc(C)c(C(=O)Nc2ncc([N+](=O)[O-])s2)o1 | 13.4% | i | 34.0 | -4.3 | 731 | 5.3 | 1.7 | 1.5 | -2.8 | 1116 | 12.9% | i | 15.7 | 1.72 | 1234 | 0.9
Cc1oc2c(CN3CCOCC3)c(O)ccc2c(=O)c1-c1ccc(Br)cc1 | 14.7% | i | 12.0 | -25.2 | 688 | 1.3 | 2.6 | 15.8 | -0.3 | 983 | 17.3% | i | 5.7 | 0.43 | 1216 | 1.1
CCOC(=O)CN1C(=O)N[C@@H](c2ccccc2)C(C(C)=O)=C1C | -4.3% | i | 16.9 | -4.0 | 737 | 2.1 | 1.4 | 6.3 | nt | nt | -5.0% | i | 5.7 | nt | nt | 1
CC(NC(=O)C1(S(=O)(=O)c2ccc(Cl)cc2)CC1)c1ccccc1 (stereo not given) | 11.5% | i | 14.8 | -0.9 | 534 | 3.2 | 1.4 | 3.6 | -0.8 | 908 | -1.7% | i | 4.6 | -0.24 | 1319 | 1.1
CCCCOc1ccc(N2C(=O)CC(N(CCc3ccccc3)C(=O)/C=C/C(=O)O)C2=O)cc1 (stereo not given) | -8.1% | i | 39.0 | -8.1 | 677 | 2.2 | 3.0 | 10.5 | 0.0 | 547 | -4.1% | i | 8.6 | 0.76 | 1417 | 1.1
COc1ccc(N(CC(=O)N2CC=C(c3ccccc3)CC2)S(=O)(=O)c2c(C)noc2C)cc1 | 8.5% | i | 43.8 | nt | nt | 7.1 | 3.8 | 2.4 | 0.0 | 1174 | 21.8% | i | 12.0 | -0.78 | 1109 | 1.1
Cc1cc(Cl)cc2c1NC(=O)[C@]21[C@@H]2C(=O)N(Cc3ccccc3)C(=O)[C@@H]2[C@@H]2CCCN21 | 14.5% | i | 21.0 | -30.8 | 718 | 2.7 | 2.0 | 5.8 | -0.9 | 977 | 6.7% | i | -2.0 | -0.34 | 1356 | 1
O=C(CCCCCN1C(=O)c2ccccc2C1=O)NCc1ccco1 | -6.7% | i | 25.8 | nt | nt | 1.6 | 3.7 | 10.2 | -0.5 | 1143 | -2.5% | i | -0.4 | 0.43 | 1087 | 0.9
COc1ccc(C(=O)c2c(C(F)(F)F)oc3c2C(=O)c2ccccc2C3=O)cc1 | -53.5% | i | 63.0 | -27.5 | 703 | 3.3 | 1.2 | 3.2 | -4.4 | 1122 | -101.4% | i | 72.3 | -5.04 | 623 | 0.9
CCN1CCCC1CNC(=O)Cn1cccc1C(=O)c1ccccc1 (stereo not given) | 16.6% | i | 30.2 | 3.0 | 730 | 5.8 | 4.0 | 6.9 | 0.5 | 1089 | 17.4% | i | -15.1 | -0.05 | 1953 | 1.1
CCC(C)Oc1ccccc1C1CC(=O)NC2=C1C(=O)CCC2 (stereo not given) | 13.5% | i | 47.5 | nt | nt | 60.2* | 20.7* | 76.4* | 10.3 | 1336 | 6.5% | i | 20.5 | 0.05 | 1518 | 1.1
O=C(Cn1cnc2c(nnn2Cc2ccc(Cl)cc2)c1=O)N1CCN(c2ccccc2)CC1 | 4.6% | i | 37.4 | -31.2 | 637 | 3.3 | 2.2 | 12.2 | -0.2 | 1063 | -6.4% | i | -2.8 | 0.68 | 1367 | 1
O=C(O)CC12CC3CC(C1)CC(n1ncc(NCc4ccc5c(c4)OCO5)c(Cl)c1=O)(C3)C2 | -9.3% | i | 23.7 | 9.5 | 742 | 0.8 | 1.6 | 10.9 | 5.0 | 555 | -9.6% | i | 13.3 | nt | nt | 1.1
O=c1cc(-c2ccccc2)nc2nc[nH]n12 | -2.6% | i | 19.7 | 13.8 | 802 | 1.9 | 1.1 | 7.4 | -17.3 | 1167 | -9.2% | i | 2.0 | nt | nt | 1.1
CCc1nnc(NC(=O)c2cc(OC)c(OC)cc2[N+](=O)[O-])s1 | 15.7% | i | 35.2 | 10.0 | 710 | 1.3 | 1.8 | 1.8 | 0.8 | 962 | 29.6% | i | 9.9 | 1.04 | 1456 | 1.1
Cc1cc(C)n2nc(SCC(=O)Nc3ccccc3)nc2n1 | 7.6% | i | 38.2 | 5.2 | 720 | 1.8 | 1.5 | 5.7 | 0.1 | 1507 | 4.4% | i | -6.6 | nt | nt | 1.1
N=c1c2c(ncn1CCCO)Oc1cc(O)ccc1C2c1ccccc1 (stereo not given) | nt | i | 32.1 | -4.9 | 718 | nt | nt | nt | -0.5 | 1281 | nt | nt | nt | -0.19 | 1122 | nt
CCOC(=O)C1CCCN(CC(=O)Nc2c(C(=O)OC)[nH]c3ccc(C)cc23)C1 (stereo not given) | 7.3% | i | 11.8 | nt | nt | 1.2 | 1.6 | 11.1 | 0.5 | 1184 | 11.9% | i | -4.2 | -3.29 | 881 | 1
COc1ccc(CNc2ccc(C)cc2)cc1Br | 19.8% | i | 12.2 | 10.6 | 715 | 2.6 | 1.2 | 0.9 | 3.9 | 417 | 37.2% | i | 3.1 | nt | nt | 1.1
CCOC(=O)CS(=O)(=O)c1nc(-c2ccccc2)cc(C(F)(F)F)n1 | 25.1% | i | 49.8 | nt | nt | 5.4 | 1.9 | 9.4 | 3.5 | 573 | 7.6% | i | 4.6 | 0.9 | 1269 | 1.1
COc1cc(-c2noc(CCCC(=O)NCc3ccccc3)n2)cc(OC)c1OC | -2.8% | nt | nt | -20.5 | 742 | 1.0 | 1.7 | 8.5 | -0.6 | 1196 | -7.1% | i | 10.1 | 0.06 | 916 | 1
O=C(COC(=O)c1ccc(Br)cc1)NCc1ccccc1 | 14.7% | i | 23.3 | 2.3 | 555 | 4.3 | 1.6 | 3.2 | -1.5 | 1042 | 12.2% | i | 9.3 | -0.05 | 1525 | 1.1
S=C(NCC1CCCO1)N1CCN(c2cccc(Cl)c2)CC1 (stereo not given) | -9.9% | i | 34.7 | -3.5 | 700 | 2.2 | 3.4 | 5.1 | 0.8 | 1055 | -11.9% | i | -13.0 | -0.45 | 1165 | 1.2
CCS(=O)(=O)N1CCN(CC2CC3C=CC2C3)CC1 (stereo not given) | -0.8% | i | 24.5 | -1.7 | 751 | 1.8 | 1.4 | 6.9 | -4.1 | 1347 | -8.6% | i | 5.7 | 0.47 | 906 | 1.1
O=C(Nc1ccc([N+](=O)[O-])cc1)C1(c2ccccc2)CCOCC1 | 6.6% | i | 52.8 | 6.8 | 623 | 3.2 | 2.5 | 5.2 | nt | nt | 14.0% | i | 0.7 | -0.52 | 1278 | 1.1
CCOc1ccc(C2C(C(=O)c3cccs3)=C(O)C(=O)N2Cc2cccnc2)cc1OC (stereo not given) | -11.5% | i | 9.1 | -12.2 | 697 | 4.7 | 1.6 | 7.0 | 2.2 | 884 | -4.3% | i | 11.7 | nt | nt | 1.1
O=C(CNC(=O)c1cccs1)NCC(=O)OCC(=O)c1ccc([N+](=O)[O-])cc1 | -13.0% | i | 56.6 | 32.0 | 709 | 4.3 | 1.2 | 5.4 | 0.0 | 1217 | -13.5% | i | 20.2 | -0.42 | 1225 | 1.1
COc1cc2c(cc1NC(=O)/C=C/c1ccccc1)oc1ccccc12 | 7.2% | i | 60.7 | nt | nt | 2.3 | 1.6 | 7.6 | 0.6 | 1426 | 8.2% | + | -1.6* | -0.55 | 1116 | 1
CC(C)n1cnc2c(N(C)c3cccc(Cl)c3)nc(N(CCO)CCO)nc21 | nt | i | 30.1 | 7.4 | 687 | nt | nt | nt | -0.2 | 1339 | nt | nt | nt | 0.29 | 881 | nt
CCOC(=O)c1cnc2c(cnn2C)c1NCCCn1ccnc1 | -1.7% | i | 16.9 | 11.3 | 664 | 3.9 | 4.1 | 4.1 | -4.9 | 1159 | -1.5% | i | -2.9 | -0.54 | 1358 | 1.2
